Assay outcomes from PubChem.
14-3-3g Raf: 14-3-3 gamma protein interaction modulation; P61981; AID 422; FP, 14-3-3gamma / TMR-pS259-Raf peptide binding; inhibition, % at 40 µM; hit rate 0.19% among 160,000; in the data active means inhibition above about 30%;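 further: 0% = protein plus tracer without compound and 100% = blank with tracer alone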
Target sequence (P61981 whole entry, looked up): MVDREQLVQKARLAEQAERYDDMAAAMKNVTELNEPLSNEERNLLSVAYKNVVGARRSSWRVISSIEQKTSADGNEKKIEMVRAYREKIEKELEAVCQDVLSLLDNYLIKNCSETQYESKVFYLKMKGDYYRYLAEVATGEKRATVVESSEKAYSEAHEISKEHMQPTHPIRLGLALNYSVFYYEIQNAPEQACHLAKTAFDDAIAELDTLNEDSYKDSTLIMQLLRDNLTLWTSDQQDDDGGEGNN
* marks the source's active call; other numbers are inactive results; & = joins results of further samples. Some of the compounds tested (hit frequency here may not be typical).

canonical_smiles	14-3-3g Raf
Cc1ccc2cc(CN(CCN3CCOCC3)Cc3nnnn3Cc3ccco3)c(=O)[nH]c2c1C	-2
CCOc1ccc(N(C(C)C(=O)Nc2cc(Cl)ccc2C)S(C)(=O)=O)cc1 (stereo unspecified)	1
COc1cc(-c2nnc(SCC(=O)OC(C)C)o2)cc(OC)c1OC	-2
Cc1ccc(S(=O)(=O)N2CCC(C(=O)O)CC2)s1	-1
O=C1C(=O)N(CC(=O)c2ccccc2C(F)(F)F)c2ccc(Br)cc21	2
Cc1ccc2c(c1)-c1cc(C)nn1C(c1sccc1C)N2 (stereo unspecified)	-6
CCCc1ccc(-c2ccc(C(=O)Oc3ccc(F)cc3)cc2)nc1	-2
CCCC(=O)N1CCN(C2=NS(=O)(=O)c3ccccc32)CC1	-6
Cc1cccc(-n2nc3c(c2NC(=O)COc2ccc4ccccc4c2)CS(=O)(=O)C3)c1C	-9
CC1(CC(=O)O)SC(=O)NC1=O (stereo unspecified)	-5
CCN(CCCCN1C(=O)c2ccccc2C1=O)c1ccc2c(c1)C(=O)N(C)C2=O	-6
Nc1nnc(SCCOc2ccccc2)s1	-9
Cc1ccc(-n2c(SCC(=O)NCc3ccco3)nc3sc(C)c(C)c3c2=O)cc1	-12
COc1ccc(CCNC(=O)c2cccn3c(=O)c4sccc4nc23)cc1OC	-10
COc1ccc(-n2c(SCC(=O)c3ccccc3)nc3c([nH]c4ccccc43)c2=O)cc1	-2
CCN1CCN(C(=O)CCn2c(=S)[nH]c3ccccc3c2=O)CC1	-1
CCOc1ccccc1N=c1c([N+](=O)[O-])nn(-c2ccccc2C)n1O	-27
COc1ccccc1NC(=O)c1cc(S(=O)(=O)NC2CCCCCC2)ccc1F	6
CCCCCSc1nnc2c(n1)OC(c1cccn1C)N(C(C)=O)c1ccccc1-2 (stereo unspecified)	-2
Cc1sc2ncn(CC(=O)Nc3ccc(Oc4ccccc4)cc3)c(=O)c2c1S(=O)(=O)N1CCC(C)CC1	1
CCN(Cc1ccccc1)C(=O)CCCOc1ccccc1	1
CC1=C(C(=O)OCCc2ccccc2)C(c2cccc(Cl)c2)C2=C(CCCC2=O)N1 (stereo unspecified)	3
O=C(O)C1CCCN(CCC=C(c2ccccc2)c2ccccc2)C1 (stereo unspecified)	5
CCC(=O)Nc1c2c(nn1-c1ccc(C)cc1)CS(=O)(=O)C2	-7
Cc1c(C)n(C(=O)CSc2nc3ccccc3o2)c2ccccc12	-9
CCOC(=O)c1ccccc1NC(=O)Cc1c(C(=O)O)[nH]c2ccccc12	-7
Cn1cccc1Cc1nnc(SCC(=O)N2CCCCCC2)n1CCc1ccccc1	-3
CC12CCC(C(=O)N3CCN(Cc4ccccc4)CC3)(OC1=O)C2(C)C (stereo unspecified)	-9
CCC(=O)N1CCc2cc(Br)cc(S(=O)(=O)NC3CCCCCC3)c21	-11
CS(=O)(=O)N1CCC(C(=O)NCCCN2CCCCC2)CC1	4
O=C(NCc1ccco1)c1cnccn1	-21
O=c1c([N+](=O)[O-])c(O)c2ccccc2n1-c1ccccc1	-3
COc1ccccc1N1CCN(C(=O)c2nn3c(C(F)(F)F)cc(-c4cccs4)nc3c2Cl)CC1	-10
Nc1nc2c(c(C(F)(F)F)n1)CCCC2	-13
O=C(OCc1ccc2c(c1)OCO2)c1ccc(S(=O)(=O)N2CCOCC2)cc1	6
COc1ccc(Cl)cc1NC(=O)CSc1nc(N2CCCCC2)nc(N2CCCCC2)n1	-12
COc1cccc2cc(C(=O)Nc3ccc(F)cc3)c(=Nc3sc4c(c3C#N)CCCC4)oc12	-15
CC(=O)Nc1ccc2nc(NC(C)=O)sc2c1	-2
Cc1c(C(=O)Nc2ccc3oc(-c4cccnc4)nc3c2)oc2ccccc12	-14
CCN(CC)C(=O)CSc1nc2ccccc2c(=O)[nH]1	-5

Overlap with the part before: 5 entries, then new ones.
canonical_smiles	14-3-3g Raf
COc1ccc(Cl)cc1NC(=O)CSc1nc(N2CCCCC2)nc(N2CCCCC2)n1	-12
COc1cccc2cc(C(=O)Nc3ccc(F)cc3)c(=Nc3sc4c(c3C#N)CCCC4)oc12	-15
CC(=O)Nc1ccc2nc(NC(C)=O)sc2c1	-2
Cc1c(C(=O)Nc2ccc3oc(-c4cccnc4)nc3c2)oc2ccccc12	-14
CCN(CC)C(=O)CSc1nc2ccccc2c(=O)[nH]1	-5
CCOC(=O)c1ccc(NC(=O)c2ccc(-c3cccc(Cl)c3C)o2)cc1	-9
COc1ccc2nc(CC(C)(C)CC(=O)O)c[n+]([O-])c2c1	-4
O=C(Nc1ncccn1)NC(C(F)(F)F)C(F)(F)F	-8
CN(Cc1cccs1)C(=O)CCc1ccc(S(=O)(=O)N2CCOCC2)cc1	0
CCCCCn1c(NCc2ccco2)nc2ccccc21	-12
COc1cccc(-n2c(=O)c3c4c(sc3n(Cc3ccc([N+](=O)[O-])cc3)c2=O)CCCC4)c1	2
CC12CN3CC(=O)N4CC5(C)CN(CC(C)(C4)C5=O)C(=O)CN(C1)CC(C)(C3)C2=O	2
Cc1cc(C)c2ccc(Cl)nc2c1O	10
COc1cccc(Nc2nc3ccccc3nc2NS(=O)(=O)c2ccc(C)cc2)c1	-18
Cc1cc(=O)[nH]c(SCC2(O)C3CC4CC(C3)CC2C4)n1 (stereo unspecified)	-8
CCC(=O)N1CCc2cc(S(=O)(=O)N3CCN(c4ccc(Cl)cc4)CC3)ccc21	-2
O=C(O)c1ccc(N2CCN(C(=O)c3ccco3)CC2)c([N+](=O)[O-])c1	-5
CCC(C)NC(=O)c1cn(CC)c2ccc(S(=O)(=O)N(C)C)cc2c1=O (stereo unspecified)	6
COc1ccc(NC(C)=O)cc1NC(=O)CN1CCCN(S(=O)(=O)c2ccc(Br)cc2)CC1	-5
CCCN1Cc2cccc(C(=O)Nc3ccc(OC)c(Cl)c3)c2C1=O	-18
O=C(O)C1CCN(S(=O)(=O)c2ccccc2)CC1	-6
COC(=O)C1=C(C)NC(=O)CC1c1cccc(Cl)c1Cl (stereo unspecified)	3
O=C(Nc1ccccc1Cl)c1cccc(C(=O)Nc2ccccc2Cl)c1	2
COc1cc(NC(=O)c2sc3ncnc(N4CCN(c5ccccc5)CC4)c3c2C)cc(OC)c1OC	0
COc1ccc(C2CC(=O)C3=C(C2)Nc2ccccc2NC3c2ccc(SC)cc2)cc1 (stereo unspecified)	8
Cc1ccc(-c2nnc(Nc3ccc(C(=O)N(C)C)cc3)c3ccccc23)cc1S(N)(=O)=O	-3
COc1ccc(Nc2ccc(N3C(=O)CCC3=O)cc2[N+](=O)[O-])cc1OC	3
Cc1cccc(C)c1NC(=O)C1(N2CCc3ccccc32)CCCCC1	-25
CCOc1ccc(N2CC(C(=O)Nc3c(C)cc(C)cc3C)CC2=O)cc1 (stereo unspecified)	8
O=C(Nc1ccccc1Cl)c1cnn2c1NC(c1ccco1)CC2C(F)(F)F (stereo unspecified)	-394
c1ccc(Cn2nnnc2CN2CCCC2)cc1	0
COc1ccc(C(=O)Nc2cccc(C)c2)cc1S(=O)(=O)N1CCOCC1	5
COc1ccc(CC(=O)Nc2ccc(-c3nnc(-c4ccc(C)cc4)o3)cc2)cc1	3
CN(C)CCn1c(=S)[nH]c2ccc(Cl)cc2c1=O	-2
Cc1ccc(OCCNS(=O)(=O)c2cccs2)cc1	-4
CCOc1ccc(C(=O)NC2CCN(S(=O)(=O)CC)CC2)cc1	1
O=C(c1cccc(F)c1)N1CCN=C1SCc1ccc(Br)cc1	-5

O=C(CCC1CCCCC1)Nc1c2c(nn1-c1cccc(Cl)c1)CS(=O)C2 (stereo unspecified)
  14-3-3g Raf: 1

CCOc1ccc(N2C(=O)C3C(c4ccc(N(C)C)cc4)NN(C(=O)c4cccc(Br)c4)C3C2=O)cc1 (stereo unspecified)
  14-3-3g Raf: -87

CCCN(c1ccc(C(C)C)cc1)S(=O)(=O)c1ccc2c(c1)CCN2C(=O)CC
  14-3-3g Raf: -1

COC(=O)c1c(NC(=O)C2CCC2)sc(C(=O)N(C)C)c1C
  14-3-3g Raf: -4

COCCCn1c(SCC(=O)Nc2ccc(C(=O)OC)cc2)nc2ccccc2c1=O
  14-3-3g Raf: -16

COc1ccccc1-n1c(-c2cccnc2)n[nH]c1=S
  14-3-3g Raf: 1

Cc1nn(-c2ccccc2)c(C)c1NS(=O)(=O)c1ccccc1
  14-3-3g Raf: 0

O=C(CCN1CCCCC1)Nc1ccccc1F
  14-3-3g Raf: -9

Cc1ccccc1NC(=O)C1CCCN(S(=O)(=O)c2cccc3cccnc23)C1 (stereo unspecified)
  14-3-3g Raf: -1

c1ccc2c(OCc3nc(-c4ccncc4)no3)cccc2c1
  14-3-3g Raf: -4

Nc1c(C(=O)N2CCCCC2)sc2nc(-c3cccs3)cc(C(F)(F)F)c12
  14-3-3g Raf: -6

COc1nc(N(C)S(=O)(=O)c2ccc(C)cc2)nc(C)c1Cl
  14-3-3g Raf: 3

O=C(NCCn1cc(SCc2ccccc2F)c2ccccc21)c1cccs1
  14-3-3g Raf: 0

O=S(=O)(c1ccc(Cl)cc1)N1CCSC1c1ccco1 (stereo unspecified)
  14-3-3g Raf: -14

Cn1c2c(c(=O)c3ccc(Cl)cc31)CCO2
  14-3-3g Raf: 12

CN(C)CCCN1C(=O)C(=O)/C(=C(/O)c2ccc(Br)cc2)C1c1ccc(Cl)cc1 (stereo unspecified)
  14-3-3g Raf: -6

Clc1cc2c(cc1CSc1nc3ncc(Br)cc3[nH]1)OCO2
  14-3-3g Raf: -32

CCOC(=O)c1cccc(NC(=O)C2CCCN2S(=O)(=O)c2cccc3cccnc23)c1 (stereo unspecified)
  14-3-3g Raf: -5

Cc1cc(C)c(NC(=O)CSc2nnnn2-c2ccc(Cl)cc2)c(C)c1
  14-3-3g Raf: -3

C=CCN1C(=O)C(O)(CC(=O)c2ccccc2)c2ccccc21 (stereo unspecified)
  14-3-3g Raf: -2&-8

COc1ccc(-c2nc(C#N)c(NCc3ccc(F)cc3)o2)cc1OC
  14-3-3g Raf: -9

COc1ccc(Br)cc1C1NC(=O)c2c(sc3c2CCN(C)C3)N1 (stereo unspecified)
  14-3-3g Raf: -2

Cc1ccccc1-n1nc2c(c1NC(=O)c1cccc(C(F)(F)F)c1)CSC2
  14-3-3g Raf: 6

Cc1ccc(NC(=O)C2CCCN(S(=O)(=O)c3cccs3)C2)cc1F (stereo unspecified)
  14-3-3g Raf: 1

COc1cc(C2Nc3ccc4ncccc4c3C3=C2C(=O)CC(C)(C)C3)cc(OC)c1O (stereo unspecified)
  14-3-3g Raf: -6

CC(C)(C)NC(=O)C(c1ccco1)N(C(=O)c1csnn1)c1ccccc1 (stereo unspecified)
  14-3-3g Raf: -3

CCOC(=O)c1ccc(CNc2ccc(Br)cc2-c2nc3nc(-c4ccc(OC)cc4)cn3[nH]c2=O)o1
  14-3-3g Raf: -152

Cc1nc(-c2ccc(NS(=O)(=O)c3cc([N+](=O)[O-])ccc3C)cc2)cs1
  14-3-3g Raf: -4

Cc1cc(Nc2ccc(Cl)cc2)c2ccc3ccccc3c2n1
  14-3-3g Raf: -25&-8

CCOC(=O)c1c(N=Cc2ccc(N(CC)CC)cc2O)sc2c1CCC2
  14-3-3g Raf: -131

O=c1nc2n(-c3ccccc3F)c3ccccc3cc-2c(=O)[nH]1
  14-3-3g Raf: -13

COc1ccc(-c2cn(-c3ccccc3)c(=O)[nH]2)cc1
  14-3-3g Raf: -129

O=C(COC(=O)CN1C(=O)c2ccccc2C1=O)Nc1ncc(Cl)cc1Cl
  14-3-3g Raf: -22

O=C(CN1CCCN(S(=O)(=O)c2ccc(Br)cc2)CC1)Nc1cccc(C(F)(F)F)c1
  14-3-3g Raf: -8

CCOc1ccccc1NC(=O)COc1cccc(-n2cnnn2)c1
  14-3-3g Raf: -11

COc1ccc(C(=O)NCCn2cc(SCC(=O)NCc3ccco3)c3ccccc32)cc1
  14-3-3g Raf: -3

C=C(Br)CN1CCN(CC(=C)Br)CC1
  14-3-3g Raf: 0

O=C(Cn1c(=O)n(Cc2ccc3c(c2)OCO3)c(=O)c2ccccc21)c1ccccc1
  14-3-3g Raf: -9

CCCCn1c(SCc2ccc(C(=O)OC)o2)nc2cc(S(N)(=O)=O)ccc21
  14-3-3g Raf: -3

COc1ccc(CCN2CCC(Nc3nc4ccccc4n3Cc3ccc(F)cc3)CC2)cc1
  14-3-3g Raf: 1

CCOC(=O)C1CCCN(Cc2cc(OC)c(O)c(OC)c2)C1 (stereo unspecified)
  14-3-3g Raf: -6

COc1ccc(NC(=O)C2CC(=O)N(Cc3ccc4c(c3)OCO4)C(=Nc3ccc(Cl)cc3)S2)cc1 (stereo unspecified)
  14-3-3g Raf: -14

COCCCn1c(=O)c2ccccc2c2ccccc2c1=O
  14-3-3g Raf: -6&6

CCNc1nc(SC(C(C)=O)C(C)=O)nc(N(C)C)n1
  14-3-3g Raf: -4

CCC(C)NC(=O)C1CCC(CNS(=O)(=O)c2ccc(F)cc2)CC1 (stereo unspecified)
  14-3-3g Raf: -1

A second format for some results above:
| 14-3-3g Raf | Molecule |
| --- | --- |
| 0 | C=C(Br)CN1CCN(CC(=C)Br)CC1 |
| -9 | O=C(Cn1c(=O)n(Cc2ccc3c(c2)OCO3)c(=O)c2ccccc21)c1ccccc1 |
| -3 | CCCCn1c(SCc2ccc(C(=O)OC)o2)nc2cc(S(N)(=O)=O)ccc21 |
| 1 | COc1ccc(CCN2CCC(Nc3nc4ccccc4n3Cc3ccc(F)cc3)CC2)cc1 |
| -6 | CCOC(=O)C1CCCN(Cc2cc(OC)c(O)c(OC)c2)C1 (stereo unspecified) |
| -14 | COc1ccc(NC(=O)C2CC(=O)N(Cc3ccc4c(c3)OCO4)C(=Nc3ccc(Cl)cc3)S2)cc1 (stereo unspecified) |
| -6&6 | COCCCn1c(=O)c2ccccc2c2ccccc2c1=O |

(continued)
O=C1c2ccccc2C(=O)C1(CO)c1ccc(F)cc1
  14-3-3g Raf: -1

COc1cc(C2NCCc3c2[nH]c2ccccc32)ccc1OCC(N)=O (stereo unspecified)
  14-3-3g Raf: -11

CCOC(=O)C(=O)N1CCC(Cc2ccccc2)CC1
  14-3-3g Raf: -1

COc1ccc(-n2nc3c(c2NC(=O)c2ccccc2F)CS(=O)C3)cc1 (stereo unspecified)
  14-3-3g Raf: 11

Cc1nc(-n2cnc3cc(C)c(C)cc32)c2c3c(sc2n1)CCCC3
  14-3-3g Raf: 1

Cc1cc(NS(=O)(=O)c2ccccc2)no1
  14-3-3g Raf: -5
